High-throughput results (PubChem BioAssay)
TEAD-YAP inh: TEAD-YAP interaction inhibition, primary screen, TEAD-YAP interaction inhibitor project, luminescence, HEK-TIYL cells | AID 1259422, 2018 | 640,000 tested, 1.4% active | inhibition, % at 9.12 µM | TEAD-Gal4/YAP UAS-luciferase luminescence; in the data active means inhibition above about 32%;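 further: 0% = median of test compound wells and 100% = reference inhibitor wells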
FBW7 act: FBW7 E3 ligase activators, primary screen, biochemical, AlphaScreen, human; F-box/WD repeat-containing protein 7 (Homo sapiens), Q969H0; AlphaScreen FBW7–phospho-cyclin E peptide binding, activator screen; normalized activity (activation), % at 26.1 µM; 650,000 tested, 0.13% active; AID 1259310, 2017; in the data active means normalized activity above about 1.9%;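 further: purified mutant Fbw7 with reduced substrate affinity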
GPR151 ag: activators of human GPR151, primary screen, cell-based, PathHunter beta-arrestin, luminescence; G-protein coupled receptor 151 (Homo sapiens), Q8TDV0; PathHunter beta-arrestin GPR151 cells; activation, % at 11.2 µM; 650,000 tested, 1% active; in the data active means activation above about 4.9%;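 further: 0% = median of compound wells and 100% = cells with positive control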
Target sequence (Q8TDV0 whole entry, looked up): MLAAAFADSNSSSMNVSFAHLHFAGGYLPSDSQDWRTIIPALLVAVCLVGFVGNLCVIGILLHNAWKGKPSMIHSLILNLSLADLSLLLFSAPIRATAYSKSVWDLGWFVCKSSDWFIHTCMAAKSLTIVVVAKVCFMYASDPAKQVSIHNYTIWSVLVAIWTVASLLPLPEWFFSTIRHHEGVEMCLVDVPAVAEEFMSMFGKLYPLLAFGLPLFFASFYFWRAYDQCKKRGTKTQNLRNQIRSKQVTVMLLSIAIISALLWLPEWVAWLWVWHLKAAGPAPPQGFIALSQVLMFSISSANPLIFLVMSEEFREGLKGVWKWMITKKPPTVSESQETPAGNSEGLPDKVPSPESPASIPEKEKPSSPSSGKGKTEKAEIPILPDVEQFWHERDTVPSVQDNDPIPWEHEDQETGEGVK
MITF primary: MITF inhibitors, primary screen, biochemical, AlphaScreen, human; inhibition, % at 2.6 µM; Microphthalmia-associated transcription factor (Homo sapiens), O75030; AlphaScreen MITF homodimerization, bead proximity signal; 650,000 tested, 0.91% active; in the data active means inhibition above about 50%;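 further: 0% = vehicle wells with protein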
Target sequence (O75030 whole entry, looked up): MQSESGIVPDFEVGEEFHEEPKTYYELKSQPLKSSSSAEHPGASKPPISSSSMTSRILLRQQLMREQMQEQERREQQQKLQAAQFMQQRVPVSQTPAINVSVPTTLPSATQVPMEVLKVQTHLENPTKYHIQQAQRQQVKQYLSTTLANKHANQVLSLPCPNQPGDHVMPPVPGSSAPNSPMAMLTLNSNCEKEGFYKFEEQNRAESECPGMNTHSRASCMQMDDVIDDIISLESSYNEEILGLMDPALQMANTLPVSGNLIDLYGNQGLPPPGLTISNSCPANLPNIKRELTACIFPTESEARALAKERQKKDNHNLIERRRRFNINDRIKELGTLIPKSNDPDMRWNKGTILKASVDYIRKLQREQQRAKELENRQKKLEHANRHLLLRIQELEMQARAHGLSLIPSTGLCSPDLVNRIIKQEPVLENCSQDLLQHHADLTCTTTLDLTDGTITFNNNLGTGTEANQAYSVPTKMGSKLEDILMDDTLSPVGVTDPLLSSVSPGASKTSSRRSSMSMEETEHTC
The depositor's hits bear a star; x = no result given; & = joins results of further samples.

Results follow in this order: TEAD-YAP inh	FBW7 act	GPR151 ag	MITF primary
O=C(CCS(=O)(=O)c1ccc(Cl)cc1)Nc1ccc(F)cc1F
 : -8	0.3	-0.2	-2
CC[C@@H]1NC(=O)[C@@H]2C[C@H](NC(=O)c3cccnc3Oc3ccc(Cl)cc3)CN2C1=O
 : 8	0.2	2.6	10
Cc1ccc(C(=O)Nc2cccc3ccccc23)cc1
 : -26	-0.1	-0.9	-13
CCC(=O)N[C@@H]1c2ccccc2C2(CCN(C(=O)COC)CC2)[C@H]1OCc1cccnc1
 : -2	0.6	0.7	20
CCCCNc1nc2c(-c3ccccc3)nnn2c2ccccc12
 : 4	0.0	1.4	9
Cc1ccc(-c2cc(C(=O)Nc3cc(C(F)(F)F)ccc3Cl)c3ccccc3n2)cc1C
 : -10	0.3	1.6	4
COC(=O)C1=C(C)NC2=C(C(=O)CC(C)(C)C2)C1c1cc(OC)c(OC)c(OC)c1 (stereo unspecified)
 : 6	0.2	0.7	-6
Cc1ccccc1-c1nc(CSCC(=O)N2CCC(C(N)=O)CC2)c(C)o1
 : 4	-0.1	3.6	1
O=C(c1cccc([N+](=O)[O-])c1)c1ccc2c(c1)C(=O)N(c1c[nH]c(=O)[nH]c1=O)C2=O
 : 1	0.1	0.7	8
O=C(Nc1ccccc1C(=O)N1CCCC1)c1cccc(S(=O)(=O)N2CCOCC2)c1
 : 5	-0.1	0.4	13

Profiles from above. Order of screens: TEAD-YAP inh, FBW7 act, GPR151 ag, MITF primary
Shown for `CC[C@@H]1NC(=O)[C@@H]2C[C@H](NC(=O)c3cccnc3Oc3ccc(Cl)cc3)CN2C1=O` = 8, 0.2, 2.6, 10
Shown for `O=C(CCS(=O)(=O)c1ccc(Cl)cc1)Nc1ccc(F)cc1F` = -8, 0.3, -0.2, -2

The list continues:
Results follow in this order: TEAD-YAP inh	FBW7 act	GPR151 ag	MITF primary
O=C(Cn1c(SCc2ccccc2)nc2ccccc21)Nc1ccccc1F
 : -2	0.4	0.5	10
COc1cc2c(-c3ccc(Cl)cc3)nc3c(c(Cc4ccccc4)nn3-c3ccccc3)c2cc1OC
 : -5	0.0	0.8	-2
O=C(Nc1ccccc1)N(Cc1nnc2n1CCCCC2)c1ccccc1F
 : -1	0.1	-0.4	15
CC(CNC(=O)c1cccs1)CN(C)C (stereo unspecified)
 : -3	0.2	2.6	21
CCOC(=O)C1=C(C)N=c2s/c(=C/c3ccc(OC)cc3)c(=O)n2C1c1cccs1 (stereo unspecified)
 : -10	0.0	-1.4	2
COc1ccc2c(c1)CC(c1nc3ccc(-c4cn[nH]c4)cc3c(=O)n1CCN1CCCC1)CO2 (stereo unspecified)
 : -2	-0.1	0.2	16
CCOC(=O)NCC(C)(C)CNC(=O)OCC
 : 9	-0.1	-0.1	-10
CCCCCC1OC(O)CC1SC[C@H](NC(C)=O)C(=O)O (stereo partly specified)
 : x	x	-1.1	0
CC(C)n1cnc2c(NCCCN3CCCC3=O)nc(-c3cccs3)nc21
 : 23	0.0	-0.2	5
CCOc1ccccc1NC(=O)Cc1c(C(=O)O)n(CC)c2ccccc12
 : -2	-0.1	-0.4	4

Other entries follow:
Results follow in this order: TEAD-YAP inh	FBW7 act	GPR151 ag	MITF primary
COc1ccc(NC(=O)c2ccccc2[N+](=O)[O-])c([N+](=O)[O-])c1
 : 8	0.7	-1.2	6
CC(C)(C)CC(=O)NCC1Cc2cccc(-c3ncccn3)c2O1 (stereo unspecified)
 : -13	0.0	2.9	22
CCN1CCN(C(c2ccccc2F)c2nnnn2Cc2cccs2)CC1 (stereo unspecified)
 : 1	0.0	-0.4	-8
O=C(N/N=C/c1ccccc1OCc1ccc(Br)cc1)c1ccncc1
 : -56	0.1	0.4	-4
O=C(NCC1CCCCC1)C(=O)Nc1ccc2c(c1)OCO2
 : -2	0.1	-0.9	1
O=C(COC(=O)c1cc(O)c2ccccc2c1O)NCCCN1CCCC1=O
 : -14	-0.3	-1.4	-2
CCn1cc(CN2CCC3(CC2)c2ccccc2[C@@H](NC(=O)CSC)[C@@H]3OC)c(C)n1
 : 10	-0.2	1.2	-19
O=C(O)c1cc(-c2cccc([N+](=O)[O-])c2)n[nH]1
 : 4	-0.1	1.3	-8
O=C(NCc1ccccc1)c1cnn2c(C(F)(F)F)cc(-c3ccco3)nc12
 : -9	0.2	1.3	-3
COc1ccc(-c2noc(CC(=O)Nc3ccccc3N3CCN(C)CC3)n2)cc1
 : -3	0.0	3.6	16

As entered above:
CC(C)(C)CC(=O)NCC1Cc2cccc(-c3ncccn3)c2O1 (stereo unspecified) in TEAD-YAP inh → -13
CCN1CCN(C(c2ccccc2F)c2nnnn2Cc2cccs2)CC1 (stereo unspecified) in MITF primary → -8
O=C(Cn1c(SCc2ccccc2)nc2ccccc21)Nc1ccccc1F in FBW7 act → 0.4
CCOc1ccccc1NC(=O)Cc1c(C(=O)O)n(CC)c2ccccc12 in FBW7 act → -0.1
CCOC(=O)NCC(C)(C)CNC(=O)OCC in TEAD-YAP inh → 9
Cc1ccc(-c2cc(C(=O)Nc3cc(C(F)(F)F)ccc3Cl)c3ccccc3n2)cc1C in FBW7 act → 0.3
COc1ccc2c(c1)CC(c1nc3ccc(-c4cn[nH]c4)cc3c(=O)n1CCN1CCCC1)CO2 (stereo unspecified) in MITF primary → 16

New compounds follow.
Results follow in this order: TEAD-YAP inh	FBW7 act	GPR151 ag	MITF primary
CC(NC(=O)COc1ccccc1C(N)=O)c1ccc(F)cc1 (stereo unspecified)
 : -1	0.1	-0.5	-14
CCOC(=O)C1CCN(C(=S)Nc2ccc(OC)cc2)CC1
 : 18	0.5	-1.4	-2
COc1ccc(S(=O)(=O)N2CCCCCC2)cc1I
 : 6	0.1	0.8	9
O=C(CSc1ccc(C(=O)Nc2ccc(Cl)cc2F)cc1[N+](=O)[O-])NCc1cccs1
 : -4	-0.2	-0.9	-6
COc1cc(OC)cc(C(=O)Nc2nnc(C)s2)c1
 : -11	-0.1	-1.0	2
Cc1ccc(NC(=O)c2sc(=S)n3c2[nH]c(=O)c2ccccc23)cc1Cl
 : -3	0.3	0.0	8
COc1ccc(OC)c(C2NC(=O)NC3=C2C(=O)OC3)c1 (stereo unspecified)
 : -36	0.0	-1.6	3
CCC1CN(Cc2ccsc2)Cc2cc(OC)ccc2O1 (stereo unspecified)
 : 3	-0.2	-0.5	-3
O=C(NNS(=O)(=O)c1ccc(Br)cc1)Nc1ccc([N+](=O)[O-])cc1
 : 12	0.5	-0.8	3
CCOc1ccc2nc3cc([N+](=O)[O-])ccc3c(N)c2c1
 : 1	-0.1	0.8	1

Next records follow:
Results follow in this order: TEAD-YAP inh	FBW7 act	GPR151 ag	MITF primary
COc1ccc(OC)c(C2=NOC(C(=O)Nc3ccc(C(C)=O)cc3)C2)c1 (stereo unspecified)
 : -7	-0.5	0.7	5
O=C(c1cnc(N2CCN(c3ncccn3)CC2)c2ccccc12)N1CCC(Cc2ccccc2)CC1
 : -5	0.1	3.8	3
O=S(=O)(Nc1cccc2cccnc12)c1ccc(S(=O)(=O)N2CCCCCC2)cc1
 : 8	-0.6	-0.9	0
CCCCSc1nc(-c2ccccc2)cc(=O)[nH]1
 : -1	-0.1	-2.4	8
O=C(CC12CC3CC(CC(C3)C1)C2)Nc1nn[nH]n1
 : -3	-0.1	1.3	3
CC(=O)c1cccc(OCCN2C(=O)NC(C)(C)C2=O)c1
 : 4	-0.1	-0.9	12
Cc1ccc(NC(=O)Nc2nnc(COc3ccc(Br)cc3)s2)cc1
 : -1	0.1	-0.7	9
CC(C)(C)N1CC(CO)OC1c1ccccc1 (stereo unspecified)
 : 2	0.1	4.9*	12
COc1ccccc1/C=C/C(=O)NCC1(c2ccccc2)CCOCC1
 : 6	0.0	2.4	8
COc1cc(CN2CCCCCC2)cc(OC)c1O
 : 10	0.1	2.6	18

(continued)
Results follow in this order: TEAD-YAP inh	FBW7 act	GPR151 ag	MITF primary
O=C(c1cc(Br)ccc1Cl)N1CCN(c2ccccn2)CC1
 : 7	0.2	0.4	13
C/C(=N\NC(=O)c1c[nH]c2ccccc12)c1ccc(C)s1
 : -22	-0.1	-0.3	-6
COc1ccc(N2CCN(S(C)(=O)=O)CC2)cc1
 : 3	0.0	0.0	17
COc1cc(Nc2nc(Nc3ccccc3)c3ncn(-c4ccsc4)c3n2)cc(OC)c1OC
 : 4	-0.1	-1.7	8
CCNCC(=O)c1[nH]c(C)c(C(C)=O)c1C
 : 6	-0.4	-0.1	51*
COc1ccc(C(CC(=O)Nc2ccc(OC)c(OC)c2)N2Cc3ccccc3C2=O)cc1 (stereo unspecified)
 : 2	0.9	0.3	12
C=CCn1c(-c2ccc(Cl)cc2)csc1=Nc1cccc([N+](=O)[O-])c1
 : 13	0.3	-0.1	10
CCCNC(=O)c1cc2c(=O)n3cccc(C)c3nc2s1
 : -13	0.0	0.5	3
CCN1CCN(c2ncnc3scc(-c4ccc(OC)cc4)c23)CC1
 : -10	0.0	0.3	2
COc1ccc(-n2nc3c(c2NC(=O)COc2ccc(Cl)cc2)CS(=O)C3)cc1 (stereo unspecified)
 : 0	-0.2	-0.7	-2

The list goes on.
Results follow in this order: TEAD-YAP inh	FBW7 act	GPR151 ag	MITF primary
CCN(CC)S(=O)(=O)c1ccc(NC(=O)CN2C(=O)c3cccc4cccc2c34)cc1
 : 10	0.6	-0.6	-23
Cc1nn(C)c(Cl)c1CN1CCOc2ccc(CN3CCC(C(N)=O)CC3)cc2C1
 : 2	-0.1	1.4	-6
O=[N+]([O-])c1ccc(-c2nc(Nc3ccc(O)cc3)c3ccccc3n2)cc1
 : 4	0.0	-0.6	12
CCOC(=O)COc1ccc(S(=O)(=O)Nc2cc(C(F)(F)F)ccc2Cl)cc1
 : 8	0.1	1.3	20
O=C(c1cc2cc([N+](=O)[O-])ccc2oc1=O)N1CCN(c2ccc(F)cc2)CC1
 : 2	0.0	-0.7	-6
Cc1ccc(-c2cc(C(=O)NCCN3CCOCC3)c3ccccc3n2)cc1
 : 0	-0.1	1.3	-18
COc1ccc(C2C(C(=O)OC(C)C)=C(C)NC3=C2C(=O)CC(C)(C)C3)cc1OC (stereo unspecified)
 : 0	-0.1	-1.0	2
Cc1ccc(S(=O)(=O)N(C)CCCC(=O)Nc2cccc(C)c2C)cc1
 : 11	0.0	1.6	-6
O=C(Cn1c(=O)n(Cc2ccccc2)c(=O)c2cccnc21)Nc1cccc(Cl)c1
 : -3	0.0	1.1	-3
COc1ccccc1C1(NC(=O)Cn2cnc3ccccc32)CCCC1
 : -2	-0.1	0.9	-3

The results go on.
Results follow in this order: TEAD-YAP inh	FBW7 act	GPR151 ag	MITF primary
CC(C(=O)NC1CCCCC1)n1cccc1 (stereo unspecified)
 : 8	0.1	-2.5	-6
CSc1nc2ccc3nc(NC(=O)c4ccc(S(=O)(=O)N5CCOCC5)cc4)sc3c2s1
 : 4	0.3	-0.6	14
CCN1C(=O)c2cccc3c(S(=O)(=O)NC(C(=O)O)C(C)C)ccc1c23 (stereo unspecified)
 : 0	0.1	1.7	-2
Cc1cccc(-n2nc3c(c2NC(=O)c2ccc(S(=O)(=O)N4CCCCC4)cc2)CSC3)c1
 : -5	-0.1	-1.7	-3
Cc1oc(-c2cccs2)nc1CS(=O)CC(=O)NC1CCCCCC1 (stereo unspecified)
 : 14	0.2	1.1	24
COc1cc(=O)n2c(c1C(=O)N1CCc3ccccc3C1)CCN(Cc1ccsc1)CC2
 : 0	-0.1	0.5	-3
CC1=CC2=NC(=O)/C(=C\c3ccc4c(c3)OCO4)C(=N)N2O1
 : 8	0.0	-0.5	6
COc1ccc(CN2CCN(Cc3cnc(SC)nc3)CC2CCO)c(C)c1C (stereo unspecified)
 : 6	0.1	-0.7	11
O=C(Nc1ccccc1Cl)c1cc(S(=O)(=O)N2CCN(c3ccccc3Cl)CC2)ccc1F
 : -5	-0.1	-2.5	-5
Cc1nnc2c(Nc3ccc(Cl)c(Cl)c3)nc3ccccc3n12
 : 11	0.0	-0.3	0

New compounds follow.
Results follow in this order: TEAD-YAP inh	FBW7 act	GPR151 ag	MITF primary
CCCNc1nc(Cl)nc(NC(C)(C)C)n1
 : 6	1.0	-1.2	5
O=C1c2ccccc2NC(c2ccc([N+](=O)[O-])cc2)N1Cc1ccccc1 (stereo unspecified)
 : -1	-0.1	-1.0	16
CC(=O)N1CCc2cc(NS(=O)(=O)c3ccc4ccccc4c3)ccc21
 : -5	-0.2	5.0*	8
CCOP(=O)(OCC)C(Nc1ccccc1)c1ccco1 (stereo unspecified)
 : -11	0.0	2.3	-5
CN(C)C(=O)CSc1nnc(-c2cccc(F)c2)n1-c1ccccc1
 : 0	0.1	0.2	-5
Cc1n[nH]c(C)c1CCC(=O)NC(C)CCc1ccccc1 (stereo unspecified)
 : 4	0.0	2.9	4
COc1ccc(C2=NN(c3ccccc3)C(c3ccc(C)o3)C2)c(OC)c1 (stereo unspecified)
 : -12	1.0	-1.9	11
CCCCCNc1c([N+](=O)[O-])c(=O)oc2ccccc12
 : 2&-7	0.3&0.0	-0.1&-0.2	-1&-20
CC(C)CC(c1nnnn1Cc1cccs1)N1CCN(c2ccc([N+](=O)[O-])cc2)CC1 (stereo unspecified)
 : -3	0.0	0.4	12
